CAL PDZ FP-1: human CAL PDZ-peptide interaction inhibition; Q9HD26; purified CAL PDZ, TMR-peptide fluorescence polarization, 1 h; inhibition, % at 20 µM; actives 0.02% (n = 330,000); AID 504414;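 active = highest replicate inhibition of at least 40%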;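 note: plate controls were DMSO neutral control wells for no effect and unlabeled competitor peptide control wells for full effect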
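Material – purified CerCALP PDZ construct · Detection – FP readout, S and P plane fluorescence · Measure – percent inhibition from loss of millipolarization · Controls – unlabelled peptide for full inhibition, DMSO wells as neutral · Probe or stimulus – TMR-labelled reporter peptide T*-PRC34 bound in PDZ groove · Times – 1 h at RT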
DAGLB inhibitor: diacylglycerol lipase beta (human) inhibition | Q8NCG7 | HEK293T DAGLB membrane lysate, EnzChek fluorogenic substrate | inhibition, % at 5.17 µM | actives 0.059% (n = 340,000); in the data active = inhibition above about 34%;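 note: 0% = enzyme with vehicle and 100% = wells lacking enzyme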
Arr AP2 block: human beta-arrestin and AP2 interaction inhibition; inhibition, % at 10 µM; FITC-arrestin peptide / GST-AP2 beads, flow cytometry; AP2 beta2 appendage carries R879A mutation; AID 504490; actives 0.31% (n = 340,000);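 active = inhibition above a set limit, near 3 SD of compounds lacking own fluorescence, cut at about 54% in these data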;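 note: plate controls were DMSO wells for no effect and 5 µM unlabelled arrestin peptide for full effect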
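System: GST-AP2 R879A bound to glutathione beads, E. coli-expressed. Also added: 50 nM FITC-arrestin peptide. Schedule: compound with beads 12 min RT, then probe 1 h RT. Signal: bead flow cytometry, FITC channel. Read-out basis: percent response.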
Keap1-Nrf2 PPI: inhibitors of human Keap1-Nrf2 protein-protein interaction. Q14145. actives 0.15% (n = 340,000). Keap1 Kelch-Nrf2 peptide fluorescence polarization, 1536-well. AID 504523. inhibition, % at 9.4 µM; in the data active = inhibition above about 12%;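 note: human Keap1 Kelch domain with fluorescein labeled Nrf2 9mer peptide probe; 0% = neutral control wells and 100% = peptide positive control; higher means more block of Keap1 binding to Nrf2 peptide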
Target sequence (Q14145 whole entry, looked up, the tested form may be a part): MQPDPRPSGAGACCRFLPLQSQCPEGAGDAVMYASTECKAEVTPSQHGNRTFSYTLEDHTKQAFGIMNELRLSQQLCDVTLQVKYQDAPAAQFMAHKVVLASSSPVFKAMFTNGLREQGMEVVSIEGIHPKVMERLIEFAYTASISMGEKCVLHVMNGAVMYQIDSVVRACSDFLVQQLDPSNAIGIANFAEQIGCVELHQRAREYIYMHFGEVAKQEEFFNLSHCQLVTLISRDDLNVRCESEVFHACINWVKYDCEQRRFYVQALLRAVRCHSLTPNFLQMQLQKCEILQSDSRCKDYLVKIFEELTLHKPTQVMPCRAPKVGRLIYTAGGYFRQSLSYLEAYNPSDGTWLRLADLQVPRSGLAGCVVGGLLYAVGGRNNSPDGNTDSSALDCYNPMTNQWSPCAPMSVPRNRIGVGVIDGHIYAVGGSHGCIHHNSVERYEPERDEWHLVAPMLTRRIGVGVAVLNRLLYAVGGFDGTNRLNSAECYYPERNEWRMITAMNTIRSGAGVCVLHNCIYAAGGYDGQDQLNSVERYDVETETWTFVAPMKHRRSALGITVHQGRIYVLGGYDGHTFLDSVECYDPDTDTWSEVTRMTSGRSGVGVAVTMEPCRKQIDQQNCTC
CAL PDZ FP-2: blocks peptide binding to the human CAL PDZ domain. actives 0.92% (n = 300,000). purified CAL PDZ, TMR-peptide fluorescence polarization, 1 h. Q9HD26. inhibition, % at 24.9 µM. AID 602252;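 active = mean inhibition of at least 30% with at least half of replicates also reaching 30%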;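 note: 0% = DMSO neutral control and 100% = excess unlabeled competitor peptide PRC23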
V-ATPase pHluor: alters yeast V-ATPase proton transport; S. cerevisiae, pHLuorin cytosolic pH fluorescence; response, % at 10 µM; actives 0.37% (n = 350,000); AID 504577; in the data active = response mostly above about 7.3%, no sharp cut-off; inactive = mostly below about 5.4%; note: actives read high; inactives centre near 0; some compounds called inactive have numbers as strong as hits
C-LANA FP: blocks KSHV LANA C-terminal domain binding to DNA. MBP-C-LANA/FAM-LBS DNA binding, fluorescence polarization. inhibition, % at 9 µM. actives 0.078% (n = 340,000). AID 504423;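 active = highest replicate inhibition at or above 60% at 9 µM, even if other replicates fall short; inactive = all replicates below 60% inhibition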;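 note: 0% = neutral control wells and 100% = 4 µM acridine orange control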
RTF Ca sens inh: cardiac RTF calcium desensitization; P19429+P45379; IANBD-labeled cardiac RTF, Ca2+ fluorescence; inhibition, % at 7.15 µM; actives 0.12% (n = 340,000); AID 493244;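 active = inhibition above the mean inhibition of all tested compounds plus 3 SD, cut at about 17% in these data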;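 note: assay run at fixed EC70 calcium of 1.6 mM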
NSD2 inh: NSD2 (human) methyltransferase inhibition; inhibition, % at 12.5 µM; NSD2 peptide methylation, AlphaScreen, 120 min; O96028; actives 0.54% (n = 310,000); in the data active = inhibition above about 50%
Pemphigus Ab inh: human desmoglein-3 autoantibody binding inhibition | P32926 | DSG3-coupled beads, scFv-anti-DSG3-GFP binding, flow cytometry; hits give low values | binding (percent of control), % at 10 µM | actives 0.48% (n = 310,000);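 active = binding more than 3 SD below its plate's average and above zero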;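 note: hits lower antibody fragment binding to DSG3; some compounds called inactive have numbers as strong as hits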
The depositor's hits bear a star; x = not tested or not shown. Only part of the results is shown. The share of hits here may be higher or lower than overall.

SMILES	CAL PDZ FP-1	DAGLB inhibitor	Arr AP2 block	Keap1-Nrf2 PPI	CAL PDZ FP-2	V-ATPase pHluor	C-LANA FP	RTF Ca sens inh	NSD2 inh	Pemphigus Ab inh
COc1cccc(-n2c(CN3CCN(C)CC3)nc3ccc([N+](=O)[O-])cc3c2=O)c1	-2.8	-2.4	-1.3	-2.4	-4.0	-0.5	1.2	2.3	16.5	125.9
CCOC(=O)C(NC(C)=O)C(OC(C)=O)c1cccc(N(CCCl)CCCl)c1 (stereo not drawn)	x	-2.3	19.5	3.3	-1.0	-1.1	2.7	-1.4	-2.7	104.0
CCCC(=O)N(C)C1=Nc2ccc(Cl)cc2C(c2ccccc2)=[N+]([O-])C1	-4.4	-8.5	0.5	-5.2	-1.0	-2.6	1.9	-6.3	-0.8	94.7
CN1CCc2cc3c(cc2C1)OCO3	0.7	-1.4	-2.4	-7.4	-3.2	0.5	0.2	5.0	x	101.8
CCNCC1(c2ccc(OC)c(OC)c2)CCCC1	0.2	0.0	-0.2	-4.4	x	-1.7	1.2	-2.6	12.9	110.2
CC(=O)c1cccc(NC2=NCC(C)S2)c1 (stereo not drawn)	0.5	1.6	-5.6	1.8	0.5	-5.0	3.1	-2.8	x	102.4
O=C(Cc1ccccc1)N1CCN(CC2CC=CCC2)CC1 (stereo not drawn)	-1.4	-3.1	-3.7	-3.1	1.3	3.3	-0.7	-12.6	1.7	104.1
COC(=O)C(O)(c1ccc(NC(=O)c2ccco2)c(OC)c1)C(F)(F)F (stereo not drawn)	-0.6	19.8	22.9	-1.1	-2.2	0.3	1.5	5.2	0.6	104.4
CCCC(C)CC1(CCO)C(=O)NC(=S)NC1=O (stereo not drawn)	0.1	-2.1	-3.1	-1.8	x	3.8	0.2	-2.0	0.3	92.2
CN(C)c1ccc(/C=C2/C(=N\O)C3CCN2CC3)cc1	-0.3	1.9	0.6	-5.9	-1.5	2.7	0.5	-3.5	3.8	99.8
O=c1oc2ccccc2c(O)c1C(c1ccccn1)c1c(O)c2ccccc2oc1=O	-1.2	-3.3	6.6	-0.2	x	-0.4	0.1	-3.3	-0.1	99.4
Cc1ccc2c(CN3CC=C(c4ccccc4)CC3)cc(=O)oc2c1C	-0.7	5.2	-0.1	-0.9	-2.0	-2.9	-0.9	-2.1	1.5	98.1
Cc1cc(=O)oc2cc(OCC(=O)N3CCC(C(=O)O)(c4ccccc4)CC3)ccc12	-0.6	-0.1	9.9	-4.6	-5.5	1.4	-0.7	-5.5	x	x
C=CCn1c(O)c(C(C)=NCCN2CCOCC2)c(=O)[nH]c1=O	-0.5	1.3	-0.1	0.6	x	-2.1	1.4	-4.1	-0.5	102.9
O=C1C2C3CCC(O3)C2C(=O)N1CCO (stereo not drawn)	-0.9	2.3	17.7	-8.6	-1.6	1.7	0.1	-9.4	-3.5	105.5
COc1ccc2c(c1)[nH]c1c(C)nccc12	-0.5	2.1	-0.1	-1.0	3.5	-1.6	-1.2	1.0	x	114.1
CCCCOCCCN1C(C)=CC(=C2C(=O)NC(=S)NC2=O)C=C1C	-2.3	-6.6	1.5	-3.9	2.2	7.2	0.6	2.3	-2.8	100.7
CSc1ncc(CN2CCCC(C(=O)c3ccccc3SC)C2)cn1 (stereo not drawn)	0.1	1.9	-13.6	0.0	-3.2	2.1	-0.2	-3.4	1.4	90.4
O=c1c2ccccc2nc(-c2ccccc2)n1-c1nccs1	-0.9	-2.9	-6.3	-3.7	x	1.1	1.0	-6.6	-2.9	97.9
CP(=O)(O)CN1CCCCC1	-1.9	1.2	5.6	0.5	-3.9	13.3	0.2	-2.8	0.0	94.4
CCOc1ccccc1CN1CCCC(C(=O)c2cc(F)ccc2F)C1 (stereo not drawn)	-0.3	-3.3	9.7	-1.3	-1.7	3.3	1.2	0.6	-0.7	101.2
CC1=C(C/C(C)=C/c2ccccc2)/C(=C/CO)[C@H](O)[C@](C)(O)C12CC2	-0.4	-9.2	-9.1	-5.9	-3.4	-4.9	-0.4	-2.2	x	100.3
COC(=O)C1=C(c2ccc(C(C)=O)cc2)C[C@@H]2CC[C@H]1N2C(=O)NCCCOC(C)C	0.1	2.3	10.5	-7.0	-0.8	-3.7	1.6	9.9	x	101.8
CC1CC(OP(O)(=S)c2ccc(N(C)C)cc2NC(=O)c2cccs2)CC(C)(C)C1 (stereo not drawn)	-0.2	4.2	20.8	-4.6	x	1.9	-0.1	-9.9	6.0	109.5
CC(Cc1ccccc1)NCCC(c1ccccc1)c1ccccc1 (stereo not drawn)	-2.4	1.2	8.3	-3.5	-3.0	-4.8	-0.8	0.6	x	131.7

Profiles as entered above. Order of screens: CAL PDZ FP-1, DAGLB inhibitor, Arr AP2 block, Keap1-Nrf2 PPI, CAL PDZ FP-2, V-ATPase pHluor, C-LANA FP, RTF Ca sens inh, NSD2 inh, Pemphigus Ab inh
Cc1cc(=O)oc2cc(OCC(=O)N3CCC(C(=O)O)(c4ccccc4)CC3)ccc12 is entered as -0.6, -0.1, 9.9, -4.6, -5.5, 1.4, -0.7, -5.5, x, x
CN1CCc2cc3c(cc2C1)OCO3 is entered as 0.7, -1.4, -2.4, -7.4, -3.2, 0.5, 0.2, 5.0, x, 101.8
CCNCC1(c2ccc(OC)c(OC)c2)CCCC1 is entered as 0.2, 0.0, -0.2, -4.4, x, -1.7, 1.2, -2.6, 12.9, 110.2
O=c1c2ccccc2nc(-c2ccccc2)n1-c1nccs1 is entered as -0.9, -2.9, -6.3, -3.7, x, 1.1, 1.0, -6.6, -2.9, 97.9
COC(=O)C(O)(c1ccc(NC(=O)c2ccco2)c(OC)c1)C(F)(F)F (stereo not drawn) is entered as -0.6, 19.8, 22.9, -1.1, -2.2, 0.3, 1.5, 5.2, 0.6, 104.4

The listing continues.
SMILES	CAL PDZ FP-1	DAGLB inhibitor	Arr AP2 block	Keap1-Nrf2 PPI	CAL PDZ FP-2	V-ATPase pHluor	C-LANA FP	RTF Ca sens inh	NSD2 inh	Pemphigus Ab inh
O=C(c1cccc(C(F)(F)F)c1)C1CCCN(Cc2ncc[nH]2)C1 (stereo not drawn)	0.0	x	6.5	-4.2	7.5	2.1	-2.3	x	-0.9	102.1
Cc1ccc(-n2c(O)c(C=Nc3ccc(S(=O)(=O)N(C)C)cc3)c(=O)[nH]c2=O)cc1	-0.8	-2.6	28.5	-4.5	-2.1	-3.5	-3.0	-15.5	6.8	102.8
O=C(O)c1cn(Cc2ccccc2)nc1-c1ccccc1	-0.1	-1.0	-2.7	-0.9	6.3	-2.2	-1.1	-11.4	0.2	110.3
CCOP(=O)(OCC)C(C)(C)NC(=O)C(Cl)(Cl)Cl	-3.9	1.8	4.2	-5.9	7.7	6.3	-1.7	0.2	0.0	x
CCCCNS(=O)(=O)c1ccc(OCC(=O)N2CCN(Cc3ccc4c(c3)OCO4)CC2)cc1	0.6	1.9	-13.4	-0.8	-2.8	0.2	1.0	2.8	1.3	103.3
COC(=O)C1=C(c2ccccc2OCc2ccccc2)C[C@@H]2CC[C@H]1N2C(=O)NCc1ccccc1	0.3	-12.3	20.8	-4.5	2.9	-3.7	-2.0	-4.4	x	98.9
CCOC(=O)c1ccc(N=Cc2c(O)n(-c3ccccc3F)c(=S)[nH]c2=O)cc1	-0.3	-1.9	-0.2	-20.4	0.0	2.6	-3.4	-18.3	-1.4	96.1
O=c1c2ccccc2nc(-c2ccco2)n1-c1ccc(Br)cc1	-1.6	1.4	5.4	-0.1	x	3.1	1.9	-3.4	5.8	108.7
CN1C(=O)C(c2ccc([N+](=O)[O-])cc2[N+](=O)[O-])C(=O)N(C)C1=O	-1.8	4.0	-8.4	-5.9	x	6.2	-1.1	-6.8	9.5	95.2
COc1ccc(/C=N\N=C(N)N)cc1	-0.4	-1.0	6.6	-4.0	-1.5	1.2	-0.2	2.1	-0.1	103.5
COc1ccc(CC2(CCc3ccncc3)C(=O)NC(=O)NC2=O)cc1	x	-1.4	31.5	-2.8	2.6	1.6	0.8	4.9	x	101.3
COC(=O)C1=C(c2cccc(C#N)c2)C[C@@H]2CC[C@H]1N2C(=O)NCc1ccco1	-0.2	-1.1	1.2	-6.9	-2.4	-3.5	-1.2	0.5	x	107.5
COC(=O)C1=C(c2c(C)noc2C)C[C@@H]2CC[C@H]1N2C(=O)NCCOc1ccccc1Cl	-1.3	-1.9	-0.1	-4.9	-2.8	-10.5	-1.0	0.4	x	99.6
Cc1ccc2c(c1)NP(=S)(Oc1ccccc1)N2 (stereo not drawn)	-0.1	-1.4	8.4	0.7	-2.8	-0.1	-0.3	-7.0	4.7	112.0
CCn1c(O)c(N=Nc2ccc(S(=O)(=O)N3CCOCC3)cc2)c(=O)n(CC)c1=S	0.1	4.6	10.6	3.9	x	0.1	-1.2	2.8	14.0	97.1
O=C(CN1CC(c2ccccc2)CC1=O)NCc1ccc(F)cc1 (stereo not drawn)	0.2	-7.4	2.5	-6.9	-3.2	1.4	0.7	-7.2	x	109.7
Cc1cc(Br)ccc1N1C(=O)CC(=O)NC1=O	-0.3	6.8	0.8	-3.8	x	1.4	-0.5	-7.8	-0.1	104.3
COC(=O)C1=C(c2ccc(F)cc2OCc2ccccc2)C[C@@H]2CC[C@H]1N2C(=O)NC(C)C	-0.8	-3.9	4.5	-5.7	-1.3	2.9	-0.6	-29.0	x	102.1
CC(C)(C)C(=O)C(Oc1ccc(Cl)cc1)n1cncn1 (stereo not drawn)	1.4	-0.4	1.8	-2.1	x	3.6	0.9	-0.6	-3.9	99.3
O=CC(Br)P(=O)(N1CCOCC1)N1CCOCC1 (stereo not drawn)	x	x	-28.9	x	x	-6.9	x	x	-0.7	104.8
CC(=O)N1CCC(N2CCCC(C(=O)c3cccc(Cl)c3)C2)CC1 (stereo not drawn)	-0.6	-1.8	31.6	-4.4	-1.4	-0.2	0.6	-3.7	-3.5	101.6
CCOP(=O)(OCC)C(O)c1ccc(OC)c(OC)c1 (stereo not drawn)	-1.0	0.5	8.2	0.0	-2.1	4.4	-0.9	-13.1	-0.2	110.9
COc1ccc(CCNC2CCCCC2)cc1OC	-3.3	-1.0	-5.4	-0.7	-5.8	-1.6	0.4	-37.3	30.3	84.4
Cn1c(=O)c2c(nc(-c3ccc(N(CCCl)CCCl)cc3)n2C)n(C)c1=O	29.9	1.1	-6.3	-7.1	-6.0	-2.3	8.7	1.2	-1.3	99.2
CCCCn1c(=O)c(C(=O)Nc2ncccc2C)c(O)c2ccccc21	-0.6	-0.8	25.3	1.4	1.4	0.1	-1.2	-9.0	-0.7	94.2
CC(=O)Nc1ccc(N=Cc2c(O)n(Cc3ccco3)c(=O)[nH]c2=O)cc1	-2.3	x	-0.3	-3.1	x	-3.7	-1.2	x	-2.2	87.7
COC(=O)C1=C(c2ccc(F)cc2OCc2ccccc2)C[C@@H]2CC[C@H]1N2C(=O)NCc1ccc(OC)cc1	-1.1	-8.2	1.5	-1.7	-0.3	1.6	0.0	-16.4	x	101.7
